mIAP inh: inhibitors of mouse IAP, primary screen, biochemical, luminescence, uHTS; intestinal alkaline phosphatase [Mus musculus]; purified mouse IAP, CDP-Star luminescence, 30 min; inhibition, % at 10 µM; 0.2% of 330,000 active; AID 2806, 2010;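 active = inhibition of at least 40% at 10 µM in the primary screen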;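 note: plate controls were DMSO with enzyme for no effect and no enzyme wells for full effect; values of inactives mirror those of a sister screen read the other way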
Apaf-1 inh: inhibitors of human Apaf-1 apoptosome, primary screen, biochemical, DEVD-Rh110 fluorescence, uHTS; AID 489030, 2010; reconstituted apoptosome caspase-3 activity; inhibition, % at 20 µM; Apoptotic protease-activating factor 1 (Homo sapiens), O14727; 0.71% of 330,000 active; active = inhibition of at least 40% at 20 µM;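 note: plate controls were DMSO wells for no effect and DEVD-CHO caspase inhibitor wells for full effect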
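Material: cell-free apoptosome with Apaf-1, procaspase-3 and caspase-9; Buffer or medium: Hepes pH 7.5 with detergent and BSA; Reagent: cytochrome c trigger plus (Z-DEVD)2-Rh110 caspase-3 substrate; Times: compound with Apaf-1, dATP, procaspase-3 30 min, then 50 min reaction, room temperature; Technique: Rh110 fluorescence intensity.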
tim10-1 inh: growth inhibitors of tim10-1 mutant yeast, primary screen, luminescence, uHTS; inhibition, % at 20 µM; AID 463190, 2010; S. cerevisiae tim10-1 ts strain growth, BacTiter-Glo, 24 h; 2.2% of 330,000 active;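 active = inhibition of at least 40%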;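 note: mutant grown at 25 °C; 0% = DMSO wells with yeast and 100% = wells holding no yeast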
ATG4B inhibitor: ATG4B protease inhibitors, primary screen, biochemical, fluorescence, uHTS; Cysteine protease ATG4B (Homo sapiens), Q9Y4P1; ATG4B cleavage of LC3-PLA2, NBD-HPC fluorescence, 1 h; inhibition, % at 8.33 µM; 0.51% of 340,000 active; AID 504462, 2011; in the data active = inhibition above about 40%
Target sequence (Q9Y4P1 whole entry, looked up): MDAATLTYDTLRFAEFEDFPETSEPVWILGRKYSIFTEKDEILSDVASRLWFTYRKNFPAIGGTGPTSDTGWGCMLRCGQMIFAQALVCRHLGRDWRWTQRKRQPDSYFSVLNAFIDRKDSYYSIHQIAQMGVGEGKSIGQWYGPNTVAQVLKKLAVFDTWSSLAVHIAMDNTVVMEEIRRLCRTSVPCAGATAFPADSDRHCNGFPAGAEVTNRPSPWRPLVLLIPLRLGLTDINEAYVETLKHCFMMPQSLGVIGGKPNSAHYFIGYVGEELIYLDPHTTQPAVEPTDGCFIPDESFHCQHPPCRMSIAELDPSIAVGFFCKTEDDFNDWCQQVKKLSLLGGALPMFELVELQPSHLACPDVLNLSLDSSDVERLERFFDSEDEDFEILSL
hIAP activ: human IAP activators, primary screen, biochemical, luminescence, uHTS; Intestinal-type alkaline phosphatase (Homo sapiens), P09923; 0.16% of 330,000 active; activation factor at 10 µM; purified human IAP, CDP-Star luminescence, 30 min; stronger effect = higher value; 1 = vehicle-only enzyme, 0 = enzyme-free background;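 active = activation factor of the enzyme at least 2-fold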; note: the source names both 10 and 20 µM as test concentration; values of inactives mirror those of a sister screen read the other way
Target sequence (P09923 whole entry, looked up): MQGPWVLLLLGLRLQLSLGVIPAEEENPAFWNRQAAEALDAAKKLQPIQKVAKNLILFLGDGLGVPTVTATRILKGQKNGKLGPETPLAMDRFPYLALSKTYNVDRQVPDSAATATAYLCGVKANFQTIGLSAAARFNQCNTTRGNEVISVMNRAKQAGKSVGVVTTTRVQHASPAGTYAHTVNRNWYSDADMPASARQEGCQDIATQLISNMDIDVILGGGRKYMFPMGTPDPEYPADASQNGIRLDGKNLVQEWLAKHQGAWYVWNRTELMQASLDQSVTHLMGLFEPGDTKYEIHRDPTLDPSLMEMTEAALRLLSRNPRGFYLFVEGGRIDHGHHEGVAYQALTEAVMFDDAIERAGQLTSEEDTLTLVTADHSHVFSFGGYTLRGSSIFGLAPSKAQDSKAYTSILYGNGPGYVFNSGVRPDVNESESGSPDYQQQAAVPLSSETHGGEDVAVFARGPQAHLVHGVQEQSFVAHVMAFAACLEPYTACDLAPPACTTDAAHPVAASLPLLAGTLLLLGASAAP
TIM10 inh: growth inhibitors of isogenic TIM10 control yeast, primary screen, counter-screen for tim10-1 yeast inhibitor project, luminescence, uHTS; S. cerevisiae TIM10 strain growth, BacTiter-Glo luminescence, 24 h; inhibition, % at 10 µM; 1.4% of 330,000 active; AID 463195, 2010;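 active = inhibition of 40% or more at the single tested concentration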;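 note: wild-type TIM10 isogenic control strain grown at permissive 25 °C; 0% = DMSO yeast wells and 100% = minimal medium wells without yeast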
mIAP act: activators of mouse IAP, primary screen, biochemical, luminescence, uHTS. AID 2805, 2010. muIAP, CDP-Star luminescence, 30 min; stronger effect = higher value; 1 = vehicle-only enzyme signal, 0 = enzyme-free wells. 0.24% of 330,000 active. activation factor at 10 µM. intestinal alkaline phosphatase [Mus musculus];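 active = activation factor of at least 2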; note: the source names both 10 and 20 µM as test concentration; values of inactives mirror those of a sister screen read the other way
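Assay system: mouse IAP enzyme / Compound: DMSO-dissolved test compounds / Timing: 30 min, room temperature / Measured by: luminescence from enzymatic CDP-Star hydrolysis / Control set: DMSO-only wells, enzyme-free buffer wells as negative control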
NLRP3 yeast inh: NALP3 inflammasome inhibitors in reconstituted yeast, primary screen, luminescence, uHTS; Yeast reconstituted NLRP3/ASC/caspase-1, beta-gal luminescence, 24 h; inhibition, % at 10 µM; 0.39% of 330,000 active;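 active = inhibition of 50% or more; inactive = inhibition below 50%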;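 note: plate controls were induced DMSO wells for no effect and uninduced yeast grown without galactose for full effect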
hIAP block: human IAP inhibitors, primary screen, biochemical, luminescence, uHTS | Intestinal-type alkaline phosphatase (Homo sapiens), P09923 | purified IAP, CDP-Star luminescence, 30 min | inhibition, % at 10 µM | 0.12% of 330,000 active | AID 2544, 2010;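 active = inhibition reaching a set limit with compound at 10 µM in the primary screen, cut at about 35% in these data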;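 note: plate controls were DMSO wells with enzyme for no effect and no-enzyme buffer wells for full effect; values of inactives mirror those of a sister screen read the other way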
Active calls of the source: *; . = no result given.

SMILES	mIAP inh	Apaf-1 inh	tim10-1 inh	ATG4B inhibitor	hIAP activ	TIM10 inh	mIAP act	NLRP3 yeast inh	hIAP block
CC(=O)Nc1ccc(NC(=O)COC(=O)c2ccccn2)cc1	-2	1	-4	9	0.92	-7	1	6	8
CCCC(=O)NNC(=O)CCC(=O)Nc1ccccc1Cl	16	-3	-6	-2	1.1	-5	0.83	18	-5
O=C(CC1CC2CCC1C2)N1CCN(S(=O)(=O)c2ccccc2F)CC1 (centres undefined)	-10	14	13	2	0.98	3	1.1	26	2
CCOCCCNC(=O)c1cn(CC)c2ccc(S(=O)(=O)N3CCOCC3)cc2c1=O	8	-6	-11	-2	1.4	3	0.93	12	-38
CCCOC(=O)Nc1sc2c(c1C(=O)OCC)CCC2	16	1	12	-13	0.97	13	0.84	4	3
Cc1cc(=O)oc2cc(OCC(=O)NC3(C#N)CCCCC3)c(Cl)cc12	7	-1	26	-16	1	11	0.93	22	-5
Cc1ccc2nc(NC(=O)c3ccc(Br)o3)sc2c1	0	7	1	6	0.85	6	1	20	14
COc1cccc(Oc2cc(NN3CCCCC3)c([N+](=O)[O-])cc2[N+](=O)[O-])c1OC	20	10	10	6	0.87	9	0.8	13	13
CCC(=O)c1ccc(OCC(O)CN2CCOCC2)cc1 (centres undefined)	0	-12	15	-14	1	7	1	5	-1
CC(C)CNS(=O)(=O)c1ccc(CCC(=O)N2CCOCC2)cc1	3	5	3	-8	1	12	0.97	3	-4
COc1ccc(CCNC(=O)NC23CC4CC(CC(C4)C2)C3)cc1	-40	-7	45*	-1	0.84	24	1.4	7	16
Cc1ccc(S(=O)(=O)N2CCN(C(=O)N3CCCC3)CC2)cc1	0	1	8	-6	0.92	-6	1	18	8
O=C1C2Sc3[nH]c(=O)sc3C(c3cc([N+](=O)[O-])ccc3O)C2C(=O)N1c1ccccc1 (centres undefined)	25	-3	3	8	0.99	21	0.75	15	1
O=C(CSc1nc2ccc([N+](=O)[O-])cc2s1)NCC1CCCO1 (centres undefined)	-2	-9	2	-1	0.92	-1	1	9	8
COc1ccc(C(=O)N(C)Cc2ccc(C)o2)cc1OC1CCN(C(C)C)CC1	7	11	-2	18	1.1	3	0.93	19	-14
Cc1nc2ccccc2c(=O)n1NC(=O)c1cccc(Cl)c1	5	-2	11	-3	1	-34	0.95	2	-1
CC(C)c1ccc(-c2c(C#N)c(N)nc(SCC(=O)N3CCCCC3)c2C#N)cc1	7	9	9	-13	0.9	3	0.93	0	10
Cc1noc(C)c1NC(=O)N(C)C[C@H]1Oc2ccc(NS(=O)(=O)c3c(C)noc3C)cc2C(=O)N([C@H](C)CO)C[C@@H]1C	-3	-4	10	-6	1	3	1	22	-1
O=C(NNC(=O)C1CC(=O)N(c2ccc3c(c2)OCCO3)C1)c1ccc(F)cc1 (centres undefined)	2	4	-7	-4	1.1	-1	0.98	-6	-15
CC(C)(CSc1ccccn1)NS(=O)(=O)c1ccccc1	-5	3	9	-6	0.9	18	1	-2	10
C=CCc1ccc(OCC(O)CN2CCCCC2C)c(OC)c1 (centres undefined)	-10	-10	15	-6	1.2	14	1.1	15	-18
Cc1cc(C)nc(N/N=C/c2ccc([N+](=O)[O-])o2)n1	5	2	26	-5	0.87	22	0.95	20	13
Cc1ccc2nc(C)cc(N/N=C/c3cccc(O)c3)c2c1	-3	12	21	4	0.98	15	1	29	2
CCN(CC)S(=O)(=O)c1ccc(/C=C/C(=O)OCC(=O)Nc2ccc(C(N)=O)cc2)cc1	-4	-17	6	-6	0.92	14	1	10	8
COCCOC(=O)C(C#N)c1nc2ccccc2nc1N1CCCC1 (centres undefined)	8	6	30	-3	0.98	24	0.93	19	2
CC(C)CCN1C(=O)c2ccc(C(=O)Nc3cccc(S(N)(=O)=O)c3)cc2C1=O	6	13	30	-21	0.89	14	0.94	-18	11
Cc1ccc(N(C)C(=O)CCS(=O)(=O)c2ccc3c(c2)oc(=O)n3C)cc1	3	0	11	3	0.97	4	0.97	-2	3
O=C(Cc1ccc(F)cc1)NCCS(=O)(=O)N1CCN(c2ccccc2)CC1	0	10	15	-11	1	4	1	16	-3
C[C@@H]1O[C@@H](O[C@H]2[C@H](Oc3cc(O)c4c(c3)O[C@H](c3ccc(O)cc3)CC4=O)O[C@H](CO)[C@@H](O)[C@@H]2O)[C@H](O)[C@H](O)[C@H]1O	2	-9	6	-8	1	4	0.98	20	0
COc1ccc(/C(=N/OC(C)=O)c2nccc3cc(OC)c(OC)cc23)cc1OC	4	-23	-6	1	0.87	2	0.95	28	13
CCOc1ccc(CCNC(=O)CN2CCN(Cc3ccccc3C)C2=O)cc1OCC	-6	9	8	-4	1.2	7	1.1	5	-19
Cc1nc2ccccc2c(=O)n1CC(=O)N1CCOCC1	-5	-6	10	-6	0.93	-2	1.1	13	8
CCOC(=O)N1CCN(c2ncnc3c2oc2nc(C(C)C)c4c(c23)CCC4)CC1	4	17	44*	-13	1	46*	0.96	15	0
COc1ccc(C(=O)N=C2SC3CS(=O)(=O)CC3N2c2ccc(C(C)=O)cc2)cc1 (centres undefined)	-1	-3	-10	6	1.1	-16	1	-4	-8
COc1ccc(OC)c(Nc2nc(-c3ccc(O)c(O)c3)cs2)c1	69*	1	11	2	0.9	5	0.31	6	10
O=[N+]([O-])c1cc(/C=N/O)ccc1Oc1ccccc1Cl	14	-4	55*	1	1.1	27	0.85	20	-7
C=CCOC(=O)c1sc(NC(=O)c2ccco2)nc1C	-2	6	15	3	0.96	24	1	15	4
CCCCN(CCCC)C(=O)c1cc(Cl)ccc1[N+](=O)[O-]	-15	8	9	2	1.1	-14	1.2	-37	-5
CCn1cc(C(=O)N2CCCC2)c(=O)c2cc(S(=O)(=O)N3CCOCC3)ccc21	1	-6	6	-12	1.1	-7	0.99	13	-5
COc1cc(C(=O)NNC(=O)c2nn(C)c(=O)c3ccccc23)cc(OC)c1OC	10	2	-3	-3	1.2	-16	0.9	-2	-22
O=C(c1cc(-c2ccc(Br)cc2)on1)N1CCc2ccccc2C1	2	13	-4	-2	1	-6	0.97	-14	-2
CCN(CC)S(=O)(=O)c1cc(NC(=O)C(C)OC(=O)c2[nH]c(C)c(C(C)=O)c2C)ccc1C (centres undefined)	-38	12	-5	-4	1.1	4	1.4	2	-5
CCC1COCCS(=O)(=O)N1Cc1cccc(C(F)(F)F)c1 (centres undefined)	1	8	-1	-5	0.88	-2	0.99	-2	12
COc1ccc2c(c1)O[C@@H](c1cccc(C(F)(F)F)c1)[C@H](OC(=O)NCCc1ccc(OC)c(OC)c1)C2=O	2	6	3	.	1	10	0.97	3	-3
O=C(N/N=C/c1ccc(-c2ccccc2C(=O)O)o1)c1cccs1	20	4	5	6	1.2	13	0.8	8	-15

Four neighbouring entries from above, quoted:
SMILES	mIAP inh	Apaf-1 inh	tim10-1 inh	ATG4B inhibitor	hIAP activ	TIM10 inh	mIAP act	NLRP3 yeast inh	hIAP block
CCN(CC)S(=O)(=O)c1cc(NC(=O)C(C)OC(=O)c2[nH]c(C)c(C(C)=O)c2C)ccc1C (centres undefined)	-38	12	-5	-4	1.1	4	1.4	2	-5
CCC1COCCS(=O)(=O)N1Cc1cccc(C(F)(F)F)c1 (centres undefined)	1	8	-1	-5	0.88	-2	0.99	-2	12
COc1ccc2c(c1)O[C@@H](c1cccc(C(F)(F)F)c1)[C@H](OC(=O)NCCc1ccc(OC)c(OC)c1)C2=O	2	6	3	.	1	10	0.97	3	-3
O=C(N/N=C/c1ccc(-c2ccccc2C(=O)O)o1)c1cccs1	20	4	5	6	1.2	13	0.8	8	-15

More results follow:
SMILES	mIAP inh	Apaf-1 inh	tim10-1 inh	ATG4B inhibitor	hIAP activ	TIM10 inh	mIAP act	NLRP3 yeast inh	hIAP block
O=C(NC(=S)Nn1cnnc1)c1cccc(Br)c1	17	-9	4	-8	1.3	0	0.83	3	-26
COC(=O)c1ccc(NC(=O)C(=O)c2c[nH]c3ccccc23)cc1	0	-6	12	-1	1	-3	1	29	-1
Cc1cccc(NC(=O)CN(C)S(=O)(=O)c2ccc(Br)cc2)n1	6	-8	24	4	0.93	-5	0.94	-2	7
Cc1cc(=O)[nH]c(N2CCN(C(=O)c3ccco3)CC2)n1	2	-4	-14	0	1.2	9	0.98	6	-20
CCOC(=O)NC(=O)/C(C#N)=C(/C)N(C)C	-2	11	1	-2	0.86	-4	1	-5	14
CSc1nnc(-c2cnccn2)n1C	-2	11	15	8	0.89	-13	1	19	11
CCCCCc1ccc(-c2cn(Cc3ccc4ccccc4c3)nn2)cc1	-36	3	-8	13	0.99	2	1.4	3	1
CC(C)N(Cc1nc(-c2ccc(Cl)cc2)no1)C(=O)c1cccs1	3	9	28	8	0.96	6	0.97	30	4
COc1ccccc1CNC(=O)C1CCC(CNc2c(N3CCCCC3)c(=O)c2=O)CC1 (centres undefined)	6	2	6	-7	1.1	-3	0.94	12	-9
O=C(NNC(=O)c1cccc(-n2cccc2)c1)c1ccccc1	12	0	-12	3	1	5	0.89	16	-2
O=C(Nc1nc(-c2ccccn2)cs1)C1CC(=O)N(c2ccc3c(c2)OCCO3)C1 (centres undefined)	12	-32	-10	-1	1	-7	0.89	10	-3
COc1ccc(N2C(=O)NC(NS(=O)(=O)c3ccccc3)(C(F)(F)F)C2=O)cc1 (centres undefined)	8	2	6	5	1.1	0	0.92	18	-7
Cc1cc(C)c2c(=O)[nH]c(SCC(=O)Nc3ccccc3)nc2n1	0	8	12	-8	0.98	-6	1	12	2
COc1ccc(N2C(=O)CN(Cc3ccc(OC)c(OC)c3)C2=S)cc1	-5	11	24	-9	1.2	13	1.1	10	-20
CCOC(=O)CN1C(=O)N[C@@H](c2ccco2)C(C(C)=O)=C1C	-6	-12	5	-8	1	-8	1.1	19	-3
CC(C)N(Cc1ccccc1)CC(O)COc1ccc(S(=O)(=O)N2CCOCC2)cc1Cl (centres undefined)	-1	-5	19	-7	1	22	1	-13	-4
Cc1ccc(C(=O)COc2nc(C)cc(C)c2C#N)cc1	-2	3	33	-4	1.1	15	1	19	-12
O=C(NC(=O)c1ccccc1)OCC1CCCN2CCCCC12 (centres undefined)	-5	-3	11	2	0.92	4	1	7	8
Cc1ccccc1C(=O)NNS(=O)(=O)c1cccc([N+](=O)[O-])c1	-8	-10	-10	-3	1.4	6	1.1	5	-38
COc1cc(C(=O)NCc2nnc(SCC(=O)N3CCC(C)CC3)o2)cc(OC)c1OC	-2	-4	12	-5	0.94	11	1	-7	6
Cc1noc(C)c1NC(=O)N(C)C[C@@H]1Oc2ccc(NC(=O)Cc3cn(C)c4ccccc34)cc2CC(=O)N([C@H](C)CO)C[C@@H]1C	-16	17	15	-11	0.98	5	1.2	14	2
O=C(NCC(c1cccnc1)N1CCN(c2ccc(F)cc2)CC1)c1ccc(F)cc1 (centres undefined)	-1	-2	-13	0	0.9	-1	1	2	10

Screens: PubChem, Sanford-Burnham Center for Chemical Genomics
